# HTRA1 inhibitor = inhibitors of human serine peptidase HTRA1. recombinant HTRA1, FP-rhodamine activity-based probe, fluorescence polarization. actives 0.5% (n = 340,000). inhibition, % at 5.96 µM. AID 504803; in the data active means inhibition above about 36%;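 further: 0% = enzyme with DMSO and 100% = wells lacking enzyme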
# Target sequence (Q92743 whole entry, looked up): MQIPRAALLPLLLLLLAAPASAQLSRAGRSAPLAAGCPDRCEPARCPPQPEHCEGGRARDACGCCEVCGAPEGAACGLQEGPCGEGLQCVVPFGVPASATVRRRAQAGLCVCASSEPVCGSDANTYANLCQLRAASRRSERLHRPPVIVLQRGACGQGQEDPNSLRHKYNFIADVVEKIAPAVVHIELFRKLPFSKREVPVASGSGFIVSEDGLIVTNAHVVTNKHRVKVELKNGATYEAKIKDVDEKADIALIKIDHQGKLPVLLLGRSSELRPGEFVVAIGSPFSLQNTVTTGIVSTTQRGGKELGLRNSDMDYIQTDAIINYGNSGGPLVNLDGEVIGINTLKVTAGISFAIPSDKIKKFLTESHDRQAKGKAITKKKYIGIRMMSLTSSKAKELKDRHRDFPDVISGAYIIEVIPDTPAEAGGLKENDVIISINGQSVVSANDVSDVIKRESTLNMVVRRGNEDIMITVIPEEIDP
# SMARCA2 activ = increases SMARCA2 function in MMTV reporter cells; MG213 cells, MMTV-luciferase reporter, dexamethasone, overnight; activation, % at 9.1 µM; actives 1% (n = 370,000); in the data active means activation above about 7.8%;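 further: 0% = vehicle wells and 100% = reference activator wells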
# PG9 Ab binder = binds the HIV-1 gp120 antibody PG9; TR-FRET gp120-PG9 antibody binding; actives 0.43% (n = 360,000); inhibition, % at 6.7 µM; in the data active means inhibition above about 8.5%
# GC-B act = GC-B (human) receptor activation | P20594 | HEK293-GC-B cells, CNP EC30, cGMP TR-FRET; 0% at EC30 CNP, 100% saturating CNP | activation, % at 10 µM | actives 0.11% (n = 370,000) | AID 1920062;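 active means activation at 10 µM reaching about 35% in either raw or pattern-adjusted values, limit read from the data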
# rCAG binder = molecules binding r(CAG) RNA repeats | inhibition, % at 3 µM | r(CAG) RNA repeat, TO-PRO-1 dye displacement fluorescence | actives 1.3% (n = 370,000);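 active means inhibition above the plate cutoff, the mean of all test compounds on that plate plus 3 SD, cut at about 35% in these data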;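 further: 0% = DMSO alone and 100% = 100 µM mitoxantrone as full dye displacement; higher means more dye released from RNA so lower well fluorescence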
# GC-A act = GC-A (human) enzyme activation. activation, % at 10 µM. actives 0.14% (n = 370,000). HEK293 GC-A cells, cGMP TR-FRET, EC30 ANP; 0% at EC30 ANP, 100% saturating ANP; in the data active means activation above about 40%
# ASAP1 inh = inhibitors of human ASAP1 ArfGAP activity; Q9ULH1; AID 624377; ASAP1-stimulated ARF1 GTP hydrolysis, GDP FP detection; inhibition, % at 16.5 µM; actives 0.19% (n = 360,000); in the data active means inhibition above about 25%;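 further: 0% = vehicle with enzyme and substrate and 100% = no enzyme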
# Rev-erbA mod = Rev-erb alpha (human) modulation | P20393 | Rev-erbα–FITC-DNA binding, fluorescence polarization, 90 min | activity, % at 10 µM | actives 0.79% (n = 370,000);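 active means activity above about 14%, limit read from the data; passing the limit was not always enough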;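 further: 0% = DMSO wells with 35 nM protein and 100% = DMSO wells with 750 nM protein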
# Target sequence (P20393 whole entry, looked up): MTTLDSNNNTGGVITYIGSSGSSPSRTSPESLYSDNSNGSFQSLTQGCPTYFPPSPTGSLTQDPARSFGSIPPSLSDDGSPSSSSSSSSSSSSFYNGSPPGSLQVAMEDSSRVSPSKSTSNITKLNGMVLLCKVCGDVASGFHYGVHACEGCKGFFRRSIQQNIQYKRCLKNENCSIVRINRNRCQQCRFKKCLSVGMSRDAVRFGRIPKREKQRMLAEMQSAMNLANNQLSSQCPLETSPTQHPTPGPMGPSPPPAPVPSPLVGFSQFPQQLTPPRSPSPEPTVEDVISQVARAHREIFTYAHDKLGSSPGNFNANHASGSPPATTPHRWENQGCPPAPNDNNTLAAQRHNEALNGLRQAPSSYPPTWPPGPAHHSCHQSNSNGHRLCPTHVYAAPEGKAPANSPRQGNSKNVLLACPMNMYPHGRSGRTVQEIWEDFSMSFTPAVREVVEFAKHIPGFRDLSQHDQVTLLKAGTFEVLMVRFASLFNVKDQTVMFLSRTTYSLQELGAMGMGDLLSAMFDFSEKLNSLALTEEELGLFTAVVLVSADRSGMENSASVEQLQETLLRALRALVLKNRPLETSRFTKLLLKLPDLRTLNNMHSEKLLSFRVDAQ
# ABHD4 inh = inhibits mouse alpha/beta hydrolase domain 4; Q8VD66; actives 0.54% (n = 370,000); AID 720543; purified mABHD4, FP-Rh probe fluorescence polarization; inhibition, % at 8.92 µM;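 active means inhibition exceeding the mean over every tested compound plus 3 SD, cut at about 30% in these data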;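 further: 0% = plate median of compound wells and 100% = S159A mutant with DMSO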
#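 Doses – 8.92 µM, single dose · Material – wild-type mouse ABHD4 protein · Replication – single well per compound (singlicate) · Measure – percent inhibition of probe binding, normalized to plate controls · Schedule – 45 min compound pre-incubation plus 60 min probe step, 25 °C · Detection – fluorescence polarization with parallel and perpendicular emission, 525/598 nm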
# ARFGAP1 inh = rat ARFGAP1 inhibition; Q62848; actives 0.26% (n = 360,000); Arfgap1-stimulated ARF1 GTP hydrolysis, GDP FP detection; inhibition, % at 16.5 µM; AID 651572;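 active means inhibition above a per-plate limit, mean inhibition of low control wells plus 3 SD, cut at about 25% in these data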;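 further: 0% = DMSO wells with enzyme and 100% = wells lacking Arfgap1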
#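 system = rat Arfgap1 catalytic domain, aa 1-136 | technique = FP, GDP Alexa 633 tracer displaced from anti-GDP antibody, 620/688 nm | compound = one concentration, 16.5 µM, DMSO 1.26% | medium = HEPES-based buffer, pH 7.5 | timing = compound-enzyme preincubation 20 min, reaction 120 min, detection 60 min, 25 °C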
# Numbers without * were called inactive; . = no result given.
# Letters – A = HTRA1 inhibitor; B = SMARCA2 activ; C = PG9 Ab binder; D = GC-B act; E = rCAG binder; F = GC-A act; G = ASAP1 inh; H = Rev-erbA mod; I = ABHD4 inh; J = ARFGAP1 inh
CC(C)c1ccc(CN(C)CC(O)c2ccccc2)cc1 (stereo unspecified)
  A = -2; B = -1; C = -0.1; D = 1; E = -2; F = 2; G = -9; H = -6; I = 7; J = 13

COc1ccc(CN(C(=O)Cc2c[nH]c3ccccc23)C(C(=O)NC2CCCCC2)c2ccc(C)o2)cc1 (stereo unspecified)
  A = -38; B = -3; C = -0.7; D = -12; E = -2; F = -19; G = 7; H = 2; I = -11; J = 11

CCCC(=O)Nc1ccc2oc(-c3cccnc3)nc2c1
  A = 1; B = 1; C = 1.2; D = -4; E = 6; F = -1; G = 8; H = 2; I = -5; J = -6

CCOCCCNc1ccc(-c2ccccc2)nn1
  A = 6; B = 12*; C = -1.4; D = 0; E = -1; F = 9; G = 3; H = -1; I = 1; J = -11

CCOC(=O)c1sc(NC(=O)c2ccc(S(=O)(=O)N3CCCCC3)cc2)nc1-c1ccccc1
  A = -4; B = -1; C = 1.3; D = 2; E = -1; F = 0; G = 2; H = 16; I = 10; J = -1

CC(=O)CCC1C2C(O)C(C(C)C)C(OC(=O)/C=C/c3ccccc3)CC12C (stereo unspecified)
  A = -18; B = -2; C = 0.8; D = -3; E = 24; F = -1; G = 0; H = 7; I = 0; J = -2

O=C(O)COc1ccc(S(=O)(=O)N2CCCC2)cc1
  A = 9; B = -2; C = -1.5; D = -1; E = 1; F = 0; G = -11; H = -3; I = 2; J = -1

COc1ccc(-c2cn3cccnc3n2)cc1F
  A = 3; B = 1; C = -1.7; D = -6; E = 0; F = 4; G = 1; H = 2; I = 4; J = 6

Cc1cccc(NC(=O)c2nc[nH]c2C(=O)NCC(=O)OC(C)(C)C)c1
  A = -29; B = -1; C = -0.9; D = -3; E = 5; F = 2; G = 12; H = 9; I = -24; J = -8

Cc1ccc(CNC(=O)C2CCN(S(=O)(=O)c3c(C)noc3C)CC2)cc1
  A = 3; B = -4; C = 2.7; D = -7; E = -2; F = 3; G = -8; H = -4; I = 4; J = -5

O=C(Nc1ccc(Cl)cc1C(=O)N1CCCC1)c1cccc([N+](=O)[O-])c1
  A = -2; B = 1; C = -1.3; D = -2; E = 1; F = -2; G = -10; H = 0; I = 1; J = -6

Cc1ccc(NC(=O)CN2CCC(NC(=O)C3CCCCC3)CC2)c(Br)c1
  A = 4; B = 1; C = -1.0; D = -2; E = -6; F = 4; G = 1; H = 2; I = 0; J = 1

Cc1ccsc1C(=O)N1CCC1(C)C(=O)Nc1ccc2c(c1)OCCO2 (stereo unspecified)
  A = .; B = 0; C = 0.2; D = -1; E = 3; F = -2; G = -8; H = -7; I = -9; J = 9

O=C(NCc1ccncc1)Nc1ccccc1Cl
  A = 0; B = -3; C = -1.4; D = 1; E = 2; F = -1; G = -11; H = -1; I = -5; J = -1

O=C1NC(CCO)C(=O)NC1CCO (stereo unspecified)
  A = 1; B = -1; C = -0.5; D = 5; E = 1; F = 1; G = -2; H = 1; I = 2; J = 10

# Fetched by compound from above:
# Letters – A = HTRA1 inhibitor; B = SMARCA2 activ; C = PG9 Ab binder; D = GC-B act; E = rCAG binder; F = GC-A act; G = ASAP1 inh; H = Rev-erbA mod; I = ABHD4 inh; J = ARFGAP1 inh
O=C(O)COc1ccc(S(=O)(=O)N2CCCC2)cc1
  A = 9; B = -2; C = -1.5; D = -1; E = 1; F = 0; G = -11; H = -3; I = 2; J = -1

CCCC(=O)Nc1ccc2oc(-c3cccnc3)nc2c1
  A = 1; B = 1; C = 1.2; D = -4; E = 6; F = -1; G = 8; H = 2; I = -5; J = -6

Cc1ccsc1C(=O)N1CCC1(C)C(=O)Nc1ccc2c(c1)OCCO2 (stereo unspecified)
  A = .; B = 0; C = 0.2; D = -1; E = 3; F = -2; G = -8; H = -7; I = -9; J = 9

O=C(Nc1ccc(Cl)cc1C(=O)N1CCCC1)c1cccc([N+](=O)[O-])c1
  A = -2; B = 1; C = -1.3; D = -2; E = 1; F = -2; G = -10; H = 0; I = 1; J = -6

# Next structures
# Letters – A = HTRA1 inhibitor; B = SMARCA2 activ; C = PG9 Ab binder; D = GC-B act; E = rCAG binder; F = GC-A act; G = ASAP1 inh; H = Rev-erbA mod; I = ABHD4 inh; J = ARFGAP1 inh
CCOC(=O)NC(=O)/C(C=Nc1ccc(Cl)c(Cl)c1Cl)=C(\C)O
  A = 2; B = 0; C = 1.9; D = 19; E = -2; F = 27; G = 7; H = -10; I = -5; J = 6

COc1ccccc1-n1c(CNC(=O)c2ccc(S(=O)(=O)N3CCOCC3)cc2)n[nH]c1=S
  A = 4; B = 0; C = 0.0; D = 0; E = 1; F = 6; G = -6; H = -3; I = 8; J = 2

Cc1ccc(CN2CCCCC(NC(=O)c3ccc4ccccc4c3)C2=O)cc1 (stereo unspecified)
  A = .; B = -1; C = .; D = -7; E = 4; F = -2; G = .; H = 7; I = 0; J = .

CCn1c(CCNC(=O)c2ccc(Cl)cc2Cl)n[nH]c1=S
  A = 1; B = -1; C = 3.6; D = 0; E = 1; F = 0; G = 10; H = 6; I = 2; J = -9

Nc1nnc(SCC(=O)NNC(=O)c2ccc(Cl)cc2)s1
  A = 5; B = -2; C = 0.1; D = 11; E = 6; F = 0; G = -10; H = -1; I = 3; J = 2

O=C(CSc1nc2scc(-c3cccs3)c2c(=O)n1CCc1ccccc1)N1CCCC1
  A = 2; B = -2; C = -1.8; D = 1; E = 1; F = -1; G = -1; H = 5; I = -3; J = -2

CC(NC(=O)COC(=O)C1CC1C)c1cccc(Cl)c1 (stereo unspecified)
  A = 3; B = -2; C = -0.2; D = 5; E = 3; F = 2; G = 1; H = 5; I = 2; J = 20

C=CCC[C@@H](CCCCC)OC(=O)/C=C/[C@H](O)[C@@H](O)C[C@H](O)CC=C
  A = .; B = -4; C = 1.4; D = 2; E = 0; F = -2; G = 13; H = 10; I = -28; J = 12

Cc1cccc(C)c1NC(=O)Cn1c(=O)c2cccn2c2ccccc21
  A = -6; B = -1; C = 7.0; D = 3; E = 6; F = 2; G = 19; H = -1; I = 0; J = 16

COCC(C)NC(C(=O)Nc1ccc(Cl)c([N+](=O)[O-])c1)c1ccccc1 (stereo unspecified)
  A = 0; B = 0; C = -3.0; D = -4; E = 0; F = -4; G = 3; H = 7; I = 0; J = -4

CCOC(=O)C1Nc2ccc(C(=O)O)cc2C2C=CCC12 (stereo unspecified)
  A = 25; B = -2; C = -3.5; D = 3; E = 61*; F = 2; G = -6; H = 14; I = 25; J = -3

COc1ccc(C(=O)NCCC(C)C)cc1S(=O)(=O)N1CCOCC1
  A = -3; B = -1; C = 2.3; D = 2; E = 0; F = 2; G = 1; H = 7; I = 5; J = -4

COc1ccc(NS(=O)(=O)c2cc(NC(=O)COc3ccccc3)ccc2N2CCOCC2)cc1
  A = -25; B = -1; C = -0.3; D = 5; E = 8; F = 0; G = -2; H = 16; I = -13; J = 1

CCC(=O)Nc1ccccc1C(=O)OCC(=O)Nc1ccc(S(N)(=O)=O)cc1
  A = 3; B = -2; C = -2.2; D = 2; E = 7; F = -3; G = -2; H = -8; I = -3; J = 2

CC(C)c1ccc(O)c(NC(=O)c2cncc(Br)c2)c1
  A = -15; B = 1; C = 0.7; D = -3; E = 1; F = 1; G = 2; H = 5; I = 10; J = 5

OCCNc1nc(Nc2cc(Cl)ccc2OC2CCCC2)nc(N2CCCC2)n1
  A = -15; B = 1; C = -1.1; D = -1; E = 5; F = 0; G = 1; H = 0; I = 6; J = 2

CC(C)(C)C(=O)Nc1nnc(COc2ccc(Cl)cc2)s1
  A = -10; B = 1; C = 0.7; D = -1; E = -3; F = 2; G = -4; H = 2; I = -3; J = -6

Cc1ccnc(NC(=O)c2cccc(S(=O)(=O)N3CCOCC3)c2)c1
  A = -3; B = 5; C = -1.1; D = 3; E = -1; F = 4; G = 7; H = 1; I = 1; J = 3

CCOCCCNC(=O)C1CCCN1C(=O)NC1CCCCC1 (stereo unspecified)
  A = -1; B = 0; C = -0.1; D = 6; E = 1; F = -3; G = -3; H = -5; I = 9; J = -6

O=C(CCN1C(=O)C2C3CCC(C3)C2C1=O)Nc1ccccc1Cl (stereo unspecified)
  A = 9; B = 5; C = -1.5; D = -1; E = -1; F = 3; G = -7; H = 3; I = 5; J = 8

NC(=O)C1CCCN(C(=O)c2cccc(S(=O)(=O)N3CCCCCC3)c2)C1 (stereo unspecified)
  A = 4; B = -3; C = -0.3; D = -1; E = 0; F = 4; G = -1; H = 3; I = 0; J = -6

CCNC(=O)C1CCCN(C(=O)c2ccc3c(c2)CCO3)CC1 (stereo unspecified)
  A = .; B = -2; C = 0.1; D = 2; E = 3; F = 4; G = -15; H = -8; I = 5; J = 1

COc1cccc(NC(=O)Nc2ccc3c(c2)N(C)C(=O)CS3)c1
  A = -13; B = -2; C = -2.7; D = 1; E = 14; F = -3; G = 9; H = 7; I = -5; J = 16

Oc1ccc(/C=N/Nc2ncnc3nc[nH]c23)cc1
  A = 4; B = 5; C = -3.7; D = 2; E = 0; F = -1; G = 0; H = -5; I = 2; J = 0

COc1cccc(-n2c(=O)c3sccc3n(CC(=O)NC3CCCCC3)c2=O)c1
  A = 7; B = -2; C = -0.1; D = -2; E = 0; F = 3; G = -5; H = 0; I = -4; J = -4

Cc1ccc2nc(NC(=O)Cc3cccs3)sc2c1
  A = -23; B = -1; C = 0.0; D = -3; E = 0; F = 13; G = 8; H = 4; I = -1; J = -6

Cc1ccc(C(=O)O[C@H](C(=O)O)[C@H](OC(=O)c2ccc(C)cc2)C(=O)O)cc1
  A = 2; B = -2; C = -1.1; D = -7; E = 2; F = 4; G = -2; H = 1; I = -2; J = 5

Nc1ccc2c(c1)C(O)c1cccc(C(=O)O)c1-2 (stereo unspecified)
  A = 3; B = 0; C = -4.0; D = 0; E = 2; F = 1; G = 12; H = 5; I = 4; J = 8

Cc1ccc(S(=O)(=O)NCC(=O)NC2CC2)cc1
  A = 4; B = 0; C = 0.4; D = 0; E = -3; F = 2; G = -3; H = 0; I = -11; J = 0

COC(=O)C1CN(CCc2ccccc2)CCS(=O)(=O)N1Cc1cccc(Cl)c1 (stereo unspecified)
  A = .; B = -3; C = .; D = -7; E = 1; F = -4; G = .; H = -4; I = -4; J = .

Cn1c(N)c(C(=O)COC(=O)c2cccc(S(=O)(=O)N3CCCCC3)c2)c(=O)n(C)c1=O
  A = -5; B = 1; C = -0.8; D = -2; E = 3; F = 6; G = 15; H = -3; I = -8; J = 12

# Exported with values under each structure: entries from further up.
# Each structure is followed by: HTRA1 inhibitor	SMARCA2 activ	PG9 Ab binder	GC-B act	rCAG binder	GC-A act	ASAP1 inh	Rev-erbA mod	ABHD4 inh	ARFGAP1 inh
Cc1ccc(NC(=O)CN2CCC(NC(=O)C3CCCCC3)CC2)c(Br)c1
    4	1	-1.0	-2	-6	4	1	2	0	1
O=C(Nc1ccc(Cl)cc1C(=O)N1CCCC1)c1cccc([N+](=O)[O-])c1
    -2	1	-1.3	-2	1	-2	-10	0	1	-6
